# Source: PubChem BioAssay (several laboratories)
# TNAP act mid DEA – human TNAP activation, intermediate phosphate acceptor; P05186; purified TNAP, CDP-star luminescence, 100 mM DEA, 30 min; stronger effect = higher value; scale: 0 levamisole-inhibited, 1 vehicle-only enzyme; activation factor at 20 µM; 64,000 tested, under 10 active;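 active = activation factor of at least 2 at 20 µM, relative to controls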
# NADH coupling – blocks coupling enzymes of NAD/NADH assays. coupled PK/LDH NADH assays, four targets. IC50, µM (highest dose often 10 µM), for inactives: at the highest dose inhibition. actives 0.02% (n = 65,000). AID 774;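 active = single-dose screening hits from any of four coupled enzyme assays that gave an IC50 when retested across doses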;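 note: the DPM-DC format reads NADH fluorescence rather than 340 nm absorbance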
# Fluor 339 460 – intrinsic fluorescence of library compounds, ex339/em460 – biochemical, MLSMR library, data from DPM-DC assay, artefact control, profiling panel; actives 5.5% (n = 65,000); compound autofluorescence, ex339/em460 nm, NADH buffer; stronger effect = higher value; 1 = no-compound wells, NADH background; fluorescence fold increase at 10 µM; AID 709;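 active = at 10 µM, mean starting fluorescence two-fold or more over control wells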;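 note: signal is the first read of a kinetic run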
# Ecoli tolC – blocks growth of E. coli BW25113 tolC mutant; OD615; growth inhibition, % at 10 µM (by protocol); actives 2.2% (n = 65,000); AID 573;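 active = growth inhibition at or above a cutoff equal to the mean over every tested compound plus 3 SD, cut at about 60% in these data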;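 note: growth measured after 20 h incubation at 37 °C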
#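 Test system: tolC-deleted E. coli BW25113; medium: LB with kanamycin 50 µg/mL; compound: single-point testing at 10 µM; incubation: 20 h compound exposure of bacteria at 37 °C; signal: OD at 615 nm; evaluation: growth inhibition in percent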
# RORA act – activates the human nuclear receptor RORA; CHO-K1 Gal4-RORA LBD luciferase reporter, luminescence; percent increase over mock-subtracted basal signal; activation, % at 10 µM; actives 1.5% (n = 65,000);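 active = activation above the mean of all tested compounds plus 3 SD, cut at about 49% in these data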;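 note: 0% = DMSO-treated RORA cells and 100% = added signal equal to DMSO minus mock-transfected cells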
# SF1 activator – SF-1 (human) activation; Q13285; CHO-K1 Gal4-SF-1 LBD luciferase reporter; % increase over DMSO SF-1-specific signal; activation, % at 10 µM; AID 522; actives 1.9% (n = 65,000);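 active = activation above the mean activation of all tested compounds plus 3 SD, cut at about 50% in these data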
# Target sequence (Q13285 whole entry, looked up, the tested form may be a part): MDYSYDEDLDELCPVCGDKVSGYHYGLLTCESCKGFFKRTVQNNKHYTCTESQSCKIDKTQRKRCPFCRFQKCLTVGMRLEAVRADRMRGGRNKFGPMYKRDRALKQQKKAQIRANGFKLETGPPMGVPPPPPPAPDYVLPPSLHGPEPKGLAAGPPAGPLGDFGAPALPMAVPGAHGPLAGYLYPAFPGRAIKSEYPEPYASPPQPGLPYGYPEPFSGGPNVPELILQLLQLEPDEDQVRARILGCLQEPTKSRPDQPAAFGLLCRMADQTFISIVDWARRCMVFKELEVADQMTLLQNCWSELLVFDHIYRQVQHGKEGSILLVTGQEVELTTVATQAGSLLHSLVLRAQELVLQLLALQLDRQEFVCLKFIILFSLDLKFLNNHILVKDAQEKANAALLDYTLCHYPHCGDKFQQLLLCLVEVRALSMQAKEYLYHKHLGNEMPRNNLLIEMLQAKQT
#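 Compound – one dose, 10 µM compound, 1% DMSO · Test system – transient Gal4-SF-1 LBD reporter, CHO-K1 · Input – 4,000 cells in each well · Read-out basis – percent activation relative to DMSO median and mock-transfected background · Replicates – single measurement per compound · Technique – steady-glow luciferase luminescence, read after 15 min reagent incubation · Timing – 20 h compound treatment, 37 °C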
# E coli RNAP – blocks E. coli RNA polymerase transcription | P0A8V2 | fluorescence transcription assay | inhibition, %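 (tested at 10 µM)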 | actives 0.2% (n = 62,000); in the data active = inhibition above about 20%;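 note: 0% = enzyme without compound and 100% = no enzyme blank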
# M1 agonist – activates the M1 muscarinic receptor | CHO-M1 cells, Fluo-4 calcium fluorescence, agonist mode; stronger effect = higher value | B-score at 10 µM | actives 3% (n = 64,000);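 active = fluorescence rise, raw or as B-score row- and column-corrected plate score, outside the 99.7% band of its plate's samples, either direction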
# M1 antag – antagonists of rat M1 muscarinic receptor. P08482. CHO-M1 cells, Fluo-4 calcium, ACh EC80 antagonist mode; stronger effect = lower value. B-score at 10 µM. actives 3.4% (n = 64,000);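 active = calcium fluorescence response, raw or row-and-column corrected B-score, differing from the plate sample mean either way at a set confidence level, mostly lower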
# Target sequence (P08482 whole entry, looked up): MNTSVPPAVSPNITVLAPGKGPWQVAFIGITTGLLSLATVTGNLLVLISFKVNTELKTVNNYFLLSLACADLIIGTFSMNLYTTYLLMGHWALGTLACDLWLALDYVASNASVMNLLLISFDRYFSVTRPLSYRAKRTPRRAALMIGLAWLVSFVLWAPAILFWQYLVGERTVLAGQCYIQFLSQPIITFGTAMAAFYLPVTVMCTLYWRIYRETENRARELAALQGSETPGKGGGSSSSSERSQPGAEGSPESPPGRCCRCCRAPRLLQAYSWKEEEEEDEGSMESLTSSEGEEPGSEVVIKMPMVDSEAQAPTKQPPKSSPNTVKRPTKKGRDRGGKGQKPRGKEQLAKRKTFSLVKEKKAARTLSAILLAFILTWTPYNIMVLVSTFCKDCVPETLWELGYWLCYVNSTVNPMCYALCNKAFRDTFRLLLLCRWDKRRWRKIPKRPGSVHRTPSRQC
# Numbers without * were called inactive; · = no result given; [ ] = remark or other dose. Not a hit list. Share with any hit: about 15%.
# Value order – TNAP act mid DEA, NADH coupling, Fluor 339 460, Ecoli tolC, RORA act, SF1 activator, E coli RNAP, M1 agonist, M1 antag
CCc1c(O)nc(SCC(=O)Nc2ccccc2C)[nH]c1=O
  0.9, 2%, 1, -8, -10, -17, ·, ·, ·
CN(CC(=O)N1CCN(c2ccc(F)cc2)CC1)S(=O)(=O)c1ccc(F)cc1
  0.9, 1%, 1, 8, -11, 28, 4, -1.1, -0.26
O=C(O)CCc1nn2cc(-c3ccccc3)nc2[nH]c1=O
  0.9, 4%[fluoresces], 2.4*, 3, -16, -4, -2, 1.3, 0.045
O=C1NCCN1C(=O)c1ccco1
  0.9, 5%, 1.1, -28, -14, 5, 1, -0.86, -0.083
COCCNC(=O)CN(CC1CCCO1)C(=O)CCC(=O)Nc1ccccn1 (stereo not drawn)
  1, 5%, 1.1, 5, -8, 6, -6, 1, -0.052
CCCCNc1nc2c(c(=O)n(C)c(=O)n2C)n1CCC
  0.9, 10%, 1, 3, 21, -29, 4, -1.3, 0.2
CCNC(=O)CCC(=O)Nc1cc(Cl)ccc1C
  1, 2%, 1.1, -10, 6, -15, 5, 0.69, 0.065
CC1CCCC(NC(=O)CCn2c(=O)oc3ccccc32)C1C (stereo not drawn)
  1, 8%, 1.1, -26, 14, -13, 5, 0.033, -0.27
COc1ccc2c(Cl)c(-c3nnco3)sc2c1
  ·, 3%, 1.4, 0, -2, -18, 1, -0.38, 0.25
CN1CCN(/C(=N\O)c2nonc2N)CC1
  1, 4%, 1.1, -35, -11, 18, 2, -0.42, 0.41
NC(=O)c1ccsc1NC(=O)COc1ccccc1
  1, 1%, 1.1, 4, 30, 68*, 7, 1, -0.54
O=C1NC2NC(=O)N(C(Cc3ccccc3)C(=O)O)C2N1 (stereo not drawn)
  0.9, 4%, 1.1, -27, -5, 1, 9, -0.61, 0.4
O=C(CSc1nc2ccccc2c(=O)n1Cc1ccco1)NCc1ccco1
  0.9, 1%, 1.1, -14, 16, 21, 9, 0.31, 0.91
COc1ccc(C(=O)NCCn2cc(SCC(=O)Nc3cc(C)on3)c3ccccc32)cc1OC
  1, 4%, 1.1, 10, -10, 8, 11, 3.5*, -0.16
CC(=O)Nc1ccc(Nc2nc(C)nc3c2oc2ccccc23)cc1
  1, 3%, 1.4, -25, -3, 0, 8, ·, ·
Cc1ccc(C(=O)N2CCCC2)cc1S(=O)(=O)Nc1ccccc1
  0.9, 2%, 1.1, 6, -3, 16, 11, 0.38, 0.98
Cn1c(=O)n(CCc2ccccc2)c(=O)c2c1nc1n2CCCN1c1ccc(F)cc1
  0.9, 2%, 1.1, -6, -2, -4, -2, 0.82, 0.68
CC(=O)c1cccc(NC2c3ccccc3C(=O)N2Cc2ccc3c(c2)OCO3)c1 (stereo not drawn)
  1, 1%, 1.2, 5, -13, 2, 2, 2.6, -3*
CC(C)(C)n1nnnc1C(c1ccccc1F)N1CCN(C2CCCC2)CC1 (stereo not drawn)
  1, 10%, 1.1, -10, -4, 9, 8, -0.092, -0.34
Cc1cccc(C)c1NC(=O)Nc1cccs1
  1, 3%, 1.1, -1, -17, -3, 1, -0.21, -0.48
Cc1ccc(C2C(=O)N(C3CCC(C)CC3)CC(=O)N2C2CC2)cc1 (stereo not drawn)
  0.9, 5%, 1.1, -9, -22, 8, 9, 0.045, 0.013
COc1ccc(-c2[nH]ncc2-c2cnn(-c3ccccc3)c2)c(O)c1
  1.1, 3%, 1.1, 93*, ·, ·, 7, 0.38, -3.3*
CCCCOC(=O)Nc1ccc(C(=O)OC)cc1
  0.9, 4%, 1.1, -16, 15, 44, 5, -0.065, -0.67
COc1ccc(C2C(C(C)=O)=C(C)N=c3s/c(=C\c4ccc5c(c4)OCO5)c(=O)n32)c(OC)c1 (stereo not drawn)
  0.8, 3%, 1, 6, 7, -10, -1, 1.7, -0.076
COc1ccc2cc3c(N)nn(C(=O)Cc4ccccc4OC)c3nc2c1
  0.9, 4%, 1.1, 19, -24, -20, -2, 1.6, 0.12
Cc1ccc(C)c(N2CCN(C(=O)CN(C)S(=O)(=O)c3cnc[nH]3)CC2)c1
  1, 1%, 1.1, -5, -7, -14, -1, 0.33, 0.7
Nc1c(C(=O)OCC2CCCO2)c2nc3ccccc3nc2n1C1CCCCC1 (stereo not drawn)
  1, 10%[fluoresces], 2.1*, 6, -2, 8, -1, -0.43, 0.37
CCCCC(c1nnnn1CC1CCCO1)N1CCN(c2cc(Cl)ccc2C)CC1 (stereo not drawn)
  0.9, 9%, 1.1, 6, 11, -14, -9, 0.25, 0.35
COCCN(C(=O)CN1CCc2ccccc2C1)c1c(N)n(Cc2ccccc2)c(=O)[nH]c1=O
  0.9, 11%, 1.2, 4, 0, -6, 3, 0.082, 0.23
O=C(O)CNC(=O)c1ccccc1F
  0.9, 7%, 1.1, -13, -3, -6, 6, -0.1, 0.27
O=C(/C=C/Nc1ccc(F)cc1)c1ccco1
  0.9, 3%, 1.1, -9, 35, 31, 5, 2.1, 0.52
CCC(=O)c1ccc(OCCSc2ncccn2)cc1
  0.9, 2%, 1, 29, 33, 12, 1, -0.72, 0.081
Cc1cc(Cl)ccc1OC(C)C(=O)Nc1ccccc1N1CCOCC1 (stereo not drawn)
  0.9, 5%, 1.1, 66*, -5, -20, 1, -0.0026, 0.025
COc1ccc(C(=O)Nc2cccc(C(C)=O)c2)cc1S(=O)(=O)N1CCOCC1
  0.9, 5%, 1, 6, -19, -4, 7, -0.16, -0.45
O=c1c2ccccc2[nH]c(=S)n1Cc1cccnc1
  1.1, 4%, 1.1, -7, -27, -3, 3, -1.4, 0.31
CC(C)C12CN3CC(C(C)C)(CN(C1)C3c1ccccc1O)C2=O (stereo not drawn)
  1, 2%, 1.1, 38, -9, -8, 5, 0.26, 0.49
CCOc1ccc(S(=O)(=O)N2CCc3ccccc3C2)cc1
  0.8, 4%, 1, 32, -4, 2, 0, -0.28, -0.027
Cc1nn(-c2ccccc2)c2sc(C(=O)OC3CCOC3=O)cc12 (stereo not drawn)
  0.9, 10%[fluoresces], 5*, 0, -15, -16, -10, 0.63, -0.4
CCCc1nnc(SCc2ccc(OC)cc2)n1N
  0.9, 1%, 1.1, -22, 5, 32, 10, -0.71, 0.028
COc1ccc(C2CC(c3ccc(OC)cc3)n3nc(N)nc3N2)cc1 (stereo not drawn)
  1, 2%, 1.3, -10, 18, 16, 5, 0.48, -1.1
CCCS(=O)(=O)N1CCCC(C(=O)NC(C)c2ccc3c(c2)OCCO3)C1 (stereo not drawn)
  0.9, 2%, 1, -28, 0, -6, 3, -0.056, 0.55
CC1CN=C(N(C(=O)Nc2ccccc2)c2ccc(S(=O)(=O)N3CCOCC3)cc2)S1 (stereo not drawn)
  0.8, 2%, 1, 28, -15, 4, 7, -1.6, -1.4
Cc1cccc(OCc2n[nH]c(=S)o2)c1
  0.9, 8%, 1.1, -1, -4, -4, 10, 0.86, -0.35
Cc1nc(Nc2ccc(S(N)(=O)=O)cc2)oc1C
  0.9, 2%, 0.99, -18, -14, -7, 3, -0.59, 0.034
CCOC(=O)Cc1csc(-n2sc3ccccc3c2=O)n1
  0.9, 55%, 1.2, -26, 9, -3, 7, -0.47, -0.42
O=C1C2C3C=CC(C3)C2C(=O)N1Cc1ccccc1 (stereo not drawn)
  0.8, 3%, 1, -9, 5, -5, 8, 2, -0.8
COc1cc2nc(SCC(=O)NCc3ccco3)n(Cc3ccc(Cl)cc3)c(=O)c2cc1OC
  0.9, 4%, 1, -6, 2, -6, 4, 0.91, -0.12
Cc1cc(C)nc(Nc2nc(=O)c3ccccc3s2)n1
  0.9, 2%, 1.1, -2, 25, 31, 7, -0.68, 1.8
CCOC(=O)c1c(C)n(C)c2c(C)cc(O)c(OC(C)=O)c12
  0.9, 2%, 1.1, -8, 6, 1, 0, 0.052, 0.022
CCN(CC)c1ccc(NC(=O)Cn2nnc(-c3cccc(OC)c3OC)n2)c(C)c1
  0.9, 3%, 1, 5, -25, -6, 1, -0.21, -2.1
COc1ccc(-c2nc(N)n(C(C)=O)n2)cc1
  0.8, 4%, 1.1, -7, -7, 6, 5, 0.12, 0.51
Cc1cc(-n2c(C)cc(C(=O)CN3C(=O)NC4(CCCCC4)C3=O)c2C)no1
  0.9, 5%, 1, -3, -4, -7, ·, 0.48, 1.7*
Cc1cccc(C)c1NC(=O)C1CCCNC1 (stereo not drawn)
  1, 13%, 1.1, -21, -9, 23, -2, 0.24, -1.3
COc1ccc(C(=O)Nc2ccc(S(=O)(=O)N3CCCCC3C)cc2)c(OC)c1OC (stereo not drawn)
  0.9, 7%, 1.1, 66*, -7, -2, 4, 0.49, -1.6
CS(=O)(=O)N1CCCC(C(=O)NCCc2ccccc2)C1 (stereo not drawn)
  0.9, 3%, 1.1, -6, -9, -8, 13, 0.36, 0.57
COc1ccc(C(=O)N2CCCc3ccccc32)cc1
  0.9, 1%, 1, 3, 2, 13, 6, -0.041, 0.013
CC1=C(C(=O)Nc2ccccc2C)C(c2cccnc2)n2nc(CCCO)nc2N1 (stereo not drawn)
  0.9, 4%, 1.1, -12, -11, 1, 3, 0.44, 1.8
O=C(O)C1CC=CCC1C(=O)N1CCN(c2nc(-c3ccccc3)c3ccccc3n2)CC1 (stereo not drawn)
  0.9, 9%, 2, 0, -10, 5, 12, -0.16, -1.7
O=C(NCc1ccc(F)cc1)C1CCCN1C(=O)NCc1ccccc1 (stereo not drawn)
  0.9, 6%, 1, -18, -4, 9, 6, -0.62, 0.3
CCOc1ccc2oc(-c3ccccc3)c(C(=O)N3CCN(CCO)CC3)c2c1
  0.9, 4%[fluoresces], 3.4*, 8, -9, -4, 3, 4.2*, -0.62

# Rewritten tab-delimited: eleven of the compounds above.
molecule	TNAP act mid DEA	NADH coupling	Fluor 339 460	Ecoli tolC	RORA act	SF1 activator	E coli RNAP	M1 agonist	M1 antag
CCN(CC)c1ccc(NC(=O)Cn2nnc(-c3cccc(OC)c3OC)n2)c(C)c1	0.9	3%	1	5	-25	-6	1	-0.21	-2.1
COc1ccc(-c2nc(N)n(C(C)=O)n2)cc1	0.8	4%	1.1	-7	-7	6	5	0.12	0.51
Cc1cc(-n2c(C)cc(C(=O)CN3C(=O)NC4(CCCCC4)C3=O)c2C)no1	0.9	5%	1	-3	-4	-7	·	0.48	1.7*
Cc1cccc(C)c1NC(=O)C1CCCNC1 (stereo not drawn)	1	13%	1.1	-21	-9	23	-2	0.24	-1.3
COc1ccc(C(=O)Nc2ccc(S(=O)(=O)N3CCCCC3C)cc2)c(OC)c1OC (stereo not drawn)	0.9	7%	1.1	66*	-7	-2	4	0.49	-1.6
CS(=O)(=O)N1CCCC(C(=O)NCCc2ccccc2)C1 (stereo not drawn)	0.9	3%	1.1	-6	-9	-8	13	0.36	0.57
COc1ccc(C(=O)N2CCCc3ccccc32)cc1	0.9	1%	1	3	2	13	6	-0.041	0.013
CC1=C(C(=O)Nc2ccccc2C)C(c2cccnc2)n2nc(CCCO)nc2N1 (stereo not drawn)	0.9	4%	1.1	-12	-11	1	3	0.44	1.8
O=C(O)C1CC=CCC1C(=O)N1CCN(c2nc(-c3ccccc3)c3ccccc3n2)CC1 (stereo not drawn)	0.9	9%	2	0	-10	5	12	-0.16	-1.7
O=C(NCc1ccc(F)cc1)C1CCCN1C(=O)NCc1ccccc1 (stereo not drawn)	0.9	6%	1	-18	-4	9	6	-0.62	0.3
CCOc1ccc2oc(-c3ccccc3)c(C(=O)N3CCN(CCO)CC3)c2c1	0.9	4%[fluoresces]	3.4*	8	-9	-4	3	4.2*	-0.62
